Source: PubChem BioAssay (several laboratories)
H69AR growth 86K – blocks growth of human H69AR lung tumor cells; viability, % at 10 µM; 85,000 compounds, 6% hits; H69AR lung tumor viability, ATP luminescence, 72 h; active compounds read low;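 active = viability at or below 40%; inactive = viability above 40%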;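 also: multidrug resistant small cell line overexpressing MRP-1 efflux transporter; 100% = mean luminescence of untreated control wells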
ERa SRC1 inh – ER-alpha (human) coactivator binding inhibition. P03372. TR-FRET ER-alpha LBD / SRC-1 peptide, estradiol-bound. inhibition, % at 25.6 µM. 86,000 compounds, 1.7% hits. AID 629; in the data active = inhibition above about 50%;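 also: 0% = receptor plus peptide control and 100% = peptide only without receptor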
ERb coact inh – blocks coactivator binding to human estrogen receptor beta; TR-FRET ER-beta LBD / SRC1-Cy5 peptide binding; receptor agonist-loaded with 1 µM estradiol; inhibition, % at 25.6 µM; 86,000 compounds, 1.3% hits;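 active = compounds whose percent inhibition of the receptor-coactivator binding signal exceeds about 50% in the single-dose screen, limit read from the data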;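 also: 0% = receptor plus peptide wells without compound and 100% = peptide-only wells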
Target sequence (Q92731 whole entry, looked up, the tested form may be a part): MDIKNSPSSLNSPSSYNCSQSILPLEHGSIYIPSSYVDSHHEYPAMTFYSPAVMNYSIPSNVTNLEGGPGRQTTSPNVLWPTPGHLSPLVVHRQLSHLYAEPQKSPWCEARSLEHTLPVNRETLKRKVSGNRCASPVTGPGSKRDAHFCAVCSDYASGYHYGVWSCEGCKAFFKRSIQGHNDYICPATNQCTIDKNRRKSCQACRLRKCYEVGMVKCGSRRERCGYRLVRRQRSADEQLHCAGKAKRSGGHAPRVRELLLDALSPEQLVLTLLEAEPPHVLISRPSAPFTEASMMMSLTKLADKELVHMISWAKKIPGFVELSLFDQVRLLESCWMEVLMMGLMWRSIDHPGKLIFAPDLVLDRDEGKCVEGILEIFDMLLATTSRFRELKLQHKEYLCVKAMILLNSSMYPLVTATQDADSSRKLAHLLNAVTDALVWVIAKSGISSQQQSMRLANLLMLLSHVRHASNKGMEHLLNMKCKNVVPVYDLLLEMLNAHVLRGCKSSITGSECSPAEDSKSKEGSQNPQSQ
sEH activator – soluble epoxide hydrolase (human) activation; 91,000 compounds, 0.04% hits; P34913; activation, % at 2 µM; purified human sEH enzymatic activity, activator screen; in the data active = activation above about 37%; also: values of inactives mirror those of a sister screen read the other way
HUVEC inhibit – blocks proliferation of human endothelial cells; HUVEC proliferation, CellTiter-Glo luminescence, 72 h; active compounds read low; viability, % at 10 µM (by protocol); 86,000 compounds, 1.1% hits; AID 648;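 active = viability at or below 30%; inactive = viability above 30%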;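 also: 100% = median luminescence of DMSO-only cell control wells on each plate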
ERa coact pot – ER-alpha (human) coactivator binding potentiation; P03372; TR-FRET ERalpha-LBD/SRC-Cy5 coactivator binding, 2 h; 100 = basal binding, no effect; coactivator binding (% of control), % at 25.6 µM; 86,000 compounds, 1.3% hits; AID 639; in the data active = activity above about 200%;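 also: binding measured in presence of low estradiol as agonist stimulus; 0% = peptide alone without receptor and 100% = receptor with peptide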
Calb biofilm kill – kills Candida albicans biofilms. C. albicans biofilm + clotrimazole, Alamar Blue. inhibition, % at 6 µM. 85,000 compounds, 0.14% hits;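 active = inhibition above 20%; inactive = inhibition below 20%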;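 also: preformed 24 hr biofilms exposed to compound for 48 hr; 0% = biofilm without compound and 100% = blank killed by clotrimazole plus chlorhexidine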
Smad3 inh – blocks human Smad3 binding to FoxH1 peptide; TR-FRET Smad3/Dy647-FoxH1 peptide binding, europium anti-His; inhibition, % at 25 µM; 88,000 compounds, 0.29% hits;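 active = compounds that reduce the energy-transfer binding signal between the protein and its labelled peptide by more than half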;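 also: 0% = Smad3 plus labelled peptide maximal FRET and 100% = peptide-only background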
Target sequence (P84022 whole entry, looked up): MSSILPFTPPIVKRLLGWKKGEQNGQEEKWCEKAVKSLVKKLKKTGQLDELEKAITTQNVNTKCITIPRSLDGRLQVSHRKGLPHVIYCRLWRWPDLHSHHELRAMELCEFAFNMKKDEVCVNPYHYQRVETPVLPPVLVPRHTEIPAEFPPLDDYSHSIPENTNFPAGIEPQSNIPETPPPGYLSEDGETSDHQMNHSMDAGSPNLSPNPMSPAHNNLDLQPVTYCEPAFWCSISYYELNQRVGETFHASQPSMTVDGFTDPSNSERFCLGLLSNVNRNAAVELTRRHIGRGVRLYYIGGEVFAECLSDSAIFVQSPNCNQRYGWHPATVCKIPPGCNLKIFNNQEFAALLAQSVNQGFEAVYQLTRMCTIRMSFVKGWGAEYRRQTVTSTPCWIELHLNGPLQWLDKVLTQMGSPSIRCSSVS
Lung fibro prol – blocks proliferation of human lung fibroblasts | LL 47 human lung fibroblast viability, ATP luminescence; active compounds read low | viability, % at 10 µM | 85,000 compounds, 1.1% hits;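 active = viability at or below 50% in the single dose screen; inactive = viability above 50%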;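 also: compound exposure lasted 72 h before the ATP readout; 100% = median luminescence of untreated cell-only wells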
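test system = LL 47 human lung fibroblasts | amount = 1,150 fibroblasts seeded per well | medium = 15% FBS in IMEM | times = overnight cell rest, 72 h compound treatment at 37 °C | measured by = CellTiter-Glo luminescence measuring cellular ATP | read-out = viability percentage against median untreated-cell control | benchmarks = cell-only wells, no compound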
Active calls of the source: *; . = not tested or not shown; [ ] = remark or other dose.

Sample of the layout (2 entries):
Each structure is followed by: H69AR growth 86K, ERa SRC1 inh, ERb coact inh, sEH activator, HUVEC inhibit, ERa coact pot, Calb biofilm kill, Smad3 inh, Lung fibro prol
Cc1nc2ccc(N3C(=O)CCC3=O)cc2[nH]1
→ 89, -5, -1, 0, 94, 101, 4, -6, 95
COC(=O)c1ccc(OCC(O)CN2C(=O)NC(C)(C)C2=O)cc1 (stereo not drawn)
→ 82, -5, -2, 5, 96, 101, 6, -5, 107

The list itself, previewed entries included:
Each structure is followed by: H69AR growth 86K, ERa SRC1 inh, ERb coact inh, sEH activator, HUVEC inhibit, ERa coact pot, Calb biofilm kill, Smad3 inh, Lung fibro prol
Cc1nc2ccc(N3C(=O)CCC3=O)cc2[nH]1
→ 89, -5, -1, 0, 94, 101, 4, -6, 95
COC(=O)c1ccc(OCC(O)CN2C(=O)NC(C)(C)C2=O)cc1 (stereo not drawn)
→ 82, -5, -2, 5, 96, 101, 6, -5, 107
CCOC(=O)NC(=O)CSc1nc2ccc(OCC)cc2[nH]1
→ 86, -1, -5, 4, 91, 107, -1, -1, 102
COc1cccc(OC)c1/C(O)=C(\C#N)c1nc2ccccc2[nH]1
→ 27*, 1, -3, 16, 88, 105, 3, 17, 91
Cc1nc(SCC(=O)c2c(C)[nH]c3ccccc23)c2c(=O)n(C)c(=O)n(CC(C)C)c2n1
→ 39*, 12, 16[fluorescence artefact?], ., 83, 96, 4, 0, 96
N#Cc1cc(N)c(Nc2ccccc2)cc1C#N
→ 104, -1, -1, 7, 98, 118[fluorescence artefact?], 4, 8, 89
CCCN1Cc2cccc(C(=O)Nc3ccc(CN4CCCC4)cc3)c2C1=O
→ 100, -8, -15, ., 92, 81[fluorescence artefact?], 4, 6, 96
Cc1ccc(C2c3sc(=O)[nH]c3SC3C(=O)NC(=O)C32)cc1 (stereo not drawn)
→ 101, 0, 3, ., 106, 107, 4, 5, 109
Cc1cc(C)c(NC(=O)c2ccc(S(=O)(=O)N(C)C)cc2)c(C)n1
→ 96, -6, 2, 27, 97, 103[fluorescence artefact?], 3, 1[fluorescence artefact?], 97
CCOC(=O)c1c(C)n(OCc2ccccc2)c2ccc3c(no[n+]3[O-])c12
→ 44, 8, -8, ., 86, 133, 3, -14, 81
CCn1ccnc1C(O)c1ccc(N(C)C)cc1 (stereo not drawn)
→ 92, -6, -17, 6, 95, 102, 6, 6, 102
CC(C)c1nc(SCC(=O)Nc2ccc3c(c2)OCO3)n[nH]1
→ 78, 1, 6, 3, 89, 80, 1, -2, 103
Cc1ccc(C)c(C(=O)NC2CC(C)(C)NC(C)(C)C2)c1
→ 92, 1, -3, 2, 89, 89, 7, 1, 101
O=S1(=O)CC(N2CCCCC2)C(N2CCCCC2)C1 (stereo not drawn)
→ 99, -2, -10, 4, 106, 108, 8, 5, 111
COc1ccc(-c2csc3nc(C)n(-n4cccc4)c(=O)c23)cc1
→ 84, -2, 3[fluorescence artefact?], 3, 84, 84[fluorescence artefact?], 3, -2, 89
COC(=O)CC(=O)CSc1nc2c(cc1C#N)CCC2
→ 49, -1, -5, -9, 83, 116, 3, 2, 97
Cc1nn(C)c(C)c1S(=O)(=O)N(CC(=O)N1CCc2ccccc21)c1ccc(C(C)C)cc1
→ 81, 6, 11, 10, 85, 121, 13, 2, 50
CN(C)S(=O)(=O)c1ccc(-c2cn3ccccc3n2)cc1
→ 111, 5, -4, 10, 90, 94, 1, 10, 95
Cc1ccc2cc(CN(CCN3CCOCC3)C(=O)NCc3ccccc3)c(=O)[nH]c2c1C
→ 81, -2, 1, 2, 107, 111, 6, 6, 108
CN(C)CCCOc1nc2c(c(=O)n(C)c(=O)n2C)n1C
→ 91, -5, -9, 2, 88, 113, 8, -1, 82
Cc1c(NC(=O)c2coc(=O)c(Br)c2)c(=O)n(-c2ccccc2)n1C
→ 2.7*, 1, 11, 10, 78, 102, 1, 2, 88
C=CCn1c(Cc2csc(N)n2)nnc1SCc1ccc(C(=O)OC)cc1
→ 73, -1, 3, ., 94, 105, 4, 3[fluorescence artefact?], 102
CCN(CC)CCCNc1nc(-c2ccccc2)nc2ccccc12
→ 77, -3, 9, -3, 79, 87, 5, 2, 90
Cc1ccc(CS(=O)(=O)CCC(=O)NCCCOC(C)C)cc1
→ 92, -1, -6[fluorescence artefact?], -1, 98, 108, 8, 1[fluorescence artefact?], 105
COC(=O)C1C(O)=CC(=O)CC1C (stereo not drawn)
→ 96, -5, -7, 2, 108, 114[fluorescence artefact?], 3, 1, 101
CCOC(=O)C1=C(C)OC(N)=C(C#N)C1c1cc(Cl)c(OCC(N)=O)c(OC)c1 (stereo not drawn)
→ 68, 1, 2, -6, 97, 88, 4, -5, 96
COc1ccc(NS(=O)(=O)c2cc(C)ccc2OC)cc1OC
→ 97, -7, 0, 3, 93, 86, 4, -1, 98
CCOC(=O)CC1C(=O)NCCN1C(=O)c1c(F)cccc1F (stereo not drawn)
→ 87, 3, 2, 6, 105, 106, -2, -5, 101
CS(=O)(=O)N1CCC(C(=O)Nc2ccc(OCc3ccccc3)cc2)CC1
→ 87, -5, -6[fluorescence artefact?], -3, 80, 107, 7, 9[fluorescence artefact?], 53
Cc1nnc(SCC(=O)c2cc(C)n(-c3ccc4c(c3)OCO4)c2C)s1
→ 90, 2[fluorescence artefact?], 11[fluorescence artefact?], ., 86, 91[fluorescence artefact?], 9, 9, 98
Cc1c(C(=O)NCCCN2CCOCC2)sc2nc(-c3ccccc3)cn12
→ 61, 0, -6, ., 97, 95, 6, 2, 100
CN1CC=C2C(C#N)=C(N)C(C#N)(C#N)[C@H](c3cccs3)[C@H]2C1
→ 35*, -2, -4, -1, 91, 92, 7, -4, 85
O=C(COCc1nc2ccccc2c(=O)[nH]1)NC1CCCC1
→ 96, -1, 1, -4, 85, 115, 9, 3, 99
Cn1c(=O)c2c(nc(Br)n2CCCc2ccccc2)n(C)c1=O
→ 86, -2, -5[fluorescence artefact?], -9, 87, 113, 7, 7, 103
CCC(C)NC(=O)N[C@@H](CCSC)C(=O)OC (stereo partly drawn)
→ 82, -7, -12, 1, 103, 109, 7, -2, 99
COc1ccc(N2CCN(CCNC(=O)Nc3ccc(Cl)cc3)CC2)cc1
→ 105, 27[fluorescence artefact?], -17, -26, 113, 104, 10, 6[fluorescence artefact?], 91
Cc1cc(-c2ccccc2)nc(Oc2ccc(C(C)(C)C)cc2)c1S(C)(=O)=O
→ 86, -5, -3, -9, 78, 77[fluorescence artefact?], -1, -5, 95
COc1ccc(N2CCN(CCCn3c(=S)[nH]c4ncccc4c3=O)CC2)cc1
→ 117, -8, -2, -1, 77, 108, -2, 6, 92
O=C(O)CCc1ncc(C(F)(F)F)cc1Cl
→ 98, -3, 14, -7, 94, 109, 2, 11, 99
O=C(NC1CCCC1)C1CCCN1C(=O)Nc1ccc(Cl)cc1 (stereo not drawn)
→ 95, -3, -5, -14, 111, 112, ., 17[fluorescence artefact?], 100
CC(=O)N(C(C)=O)c1c(C#N)c(C)n(-c2ccccc2)c1C(=O)c1ccccc1
→ 55, 68*, -5, 24, 96, 94[fluorescence artefact?], 7, -5, 93
Cc1cccc(C)c1NC(=O)CSc1nnc(-c2ccccc2)n1Cc1ccc2c(c1)OCO2
→ 72, -1, -6, -18, 83, 98, 7, 14[fluorescence artefact?], 88
CCOC(=O)CCC(NC(=O)c1ccc(NCN2C(=O)c3ccccc3C2=O)cc1)C(=O)OCC (stereo not drawn)
→ 90, 2, 3, -6, 100, 109, 10, 1, 103
Cc1oc(C(=O)O)cc1COc1ccccc1Cl
→ 98, -1, -6, -7, 117, 118, 2, -12, 106
N#Cc1c(Sc2ncc(C(F)(F)F)cc2Cl)nsc1C/C=N\OCc1c(F)cccc1Cl
→ 77, -3[fluorescence artefact?], -7, 10, 94, 111, 7, 1, 102
O=C(NCCc1ccc(Cl)cc1)c1ncn[nH]1
→ 104, 2, -9, -7, 88, 105, 2, -7, 95
CCCCCOC(=O)C1[C@H]2C(=O)N(Cc3cccs3)C[C@]23C=C[C@H]1O3 (stereo partly drawn)
→ 88, -6, -3, 10, 98, 120, 5, 5[fluorescence artefact?], 98
NS(=O)(=O)c1ccc(NC(=O)CSC2CCCCC2)cc1
→ 97, -4, -1, ., 96, 118, 6, 9, .
COc1ccc(N2C(=O)CN=C2Nc2nc(C)cc(C)n2)cc1
→ 99, -23, -23[fluorescence artefact?], 14, 96, 106, 10, 4, 94
C=CCN1C(=O)NC2(CCCCC2)C1=O
→ 91, -10, -4, ., 95, 106, 3, 5, 104
C=CCNC(=O)C1CC=CCC1C(=O)O (stereo not drawn)
→ 83, -1, -6, 5, 96, 113, 1, 2, 98
Cn1c(=O)c(-c2ccccc2)nc2ccccc21
→ 85, -9, -3, 6, 96, 112, 1, 0, 93
O=C(C1CC(=O)N(C2CCCC2)C1)N1CCC(Cc2ccccc2)CC1 (stereo not drawn)
→ 90, 11, -4[fluorescence artefact?], 7, 115, 112, 1, -4, 118
Cc1ccccc1NC(=O)NC1(C(=O)NCCCN2CCOCC2)CCCCC1
→ 90, -15[fluorescence artefact?], -17[fluorescence artefact?], 3, 89, 103, 6, 9[fluorescence artefact?], 105
COc1c2occc2c(OC)c2c(=O)cc(C(F)(F)F)oc12
→ 91, 14, 10[fluorescence artefact?], -1, 92, 66[fluorescence artefact?], 8, -9, 102
COc1ccc(Cn2nnc3c(=O)[nH]c(C(=O)NCCc4ccc(F)cc4)nc32)cc1OC
→ 110, -1, -5, ., 103, 118, 9, 10, 102
CC(=O)Cc1nsc(NC(=O)C2Cc3ccccc3C(=O)O2)n1 (stereo not drawn)
→ 98, 1, 0, 2, 87, 104, 5, -5, 102
COc1ccc(-n2c(=O)c3ccccc3n(Cc3ccc(F)cc3)c2=O)cc1OC
→ 52, 0, 9, 2, 62, 115[fluorescence artefact?], 4, -29[fluorescence artefact?], 95
Cc1ccc(-n2c(Cc3cccn3C)nnc2SCC(=O)NC2CCCCC2)cc1
→ 88, 1, 4, ., 88, 112, 3, -6, 99
COC(=O)COc1cccc2c(=O)n(CC(=O)N3CCCc4ccccc43)ccc12
→ 99, -1, -18, 12, 99, 110, -2, -10, 116

Some of these compounds in order of their number in ERa coact pot, high to low:
SMILES,ERa coact pot
Cc1ccc(-n2c(Cc3cccn3C)nnc2SCC(=O)NC2CCCCC2)cc1,112
Cc1ccccc1NC(=O)NC1(C(=O)NCCCN2CCOCC2)CCCCC1,103
Cc1cccc(C)c1NC(=O)CSc1nnc(-c2ccccc2)n1Cc1ccc2c(c1)OCO2,98

Complete entries as entered above:
Entry for NS(=O)(=O)c1ccc(NC(=O)CSC2CCCCC2)cc1 → H69AR growth 86K: 97; ERa SRC1 inh: -4; ERb coact inh: -1; sEH activator: .; HUVEC inhibit: 96; ERa coact pot: 118; Calb biofilm kill: 6; Smad3 inh: 9; Lung fibro prol: .
Entry for COc1ccc(-n2c(=O)c3ccccc3n(Cc3ccc(F)cc3)c2=O)cc1OC → H69AR growth 86K: 52; ERa SRC1 inh: 0; ERb coact inh: 9; sEH activator: 2; HUVEC inhibit: 62; ERa coact pot: 115[fluorescence artefact?]; Calb biofilm kill: 4; Smad3 inh: -29[fluorescence artefact?]; Lung fibro prol: 95
Entry for O=C(NC1CCCC1)C1CCCN1C(=O)Nc1ccc(Cl)cc1 (stereo not drawn) → H69AR growth 86K: 95; ERa SRC1 inh: -3; ERb coact inh: -5; sEH activator: -14; HUVEC inhibit: 111; ERa coact pot: 112; Calb biofilm kill: .; Smad3 inh: 17[fluorescence artefact?]; Lung fibro prol: 100

This is a subset (hit frequency here may not be typical).
